GLP-1R inv ag: acts as inverse agonist at human GLP-1 receptor | HEK293 GLP-1R CRE-luciferase, luminescence, 24 h; GLP-1R form is constitutively active | P43220 | Potency, µM (top dose mostly 38.3 µM), for the others: at the top dose activity change, negative = inhibition, usual class: inhibitors | AID 624417 | hit rate 1.6% among 410,000; further: on the % scale 0 is the no-effect control and ±100 the full control effect; nearly all actives have a fitted effect of over 55% in size
Target sequence (P43220 whole entry, looked up): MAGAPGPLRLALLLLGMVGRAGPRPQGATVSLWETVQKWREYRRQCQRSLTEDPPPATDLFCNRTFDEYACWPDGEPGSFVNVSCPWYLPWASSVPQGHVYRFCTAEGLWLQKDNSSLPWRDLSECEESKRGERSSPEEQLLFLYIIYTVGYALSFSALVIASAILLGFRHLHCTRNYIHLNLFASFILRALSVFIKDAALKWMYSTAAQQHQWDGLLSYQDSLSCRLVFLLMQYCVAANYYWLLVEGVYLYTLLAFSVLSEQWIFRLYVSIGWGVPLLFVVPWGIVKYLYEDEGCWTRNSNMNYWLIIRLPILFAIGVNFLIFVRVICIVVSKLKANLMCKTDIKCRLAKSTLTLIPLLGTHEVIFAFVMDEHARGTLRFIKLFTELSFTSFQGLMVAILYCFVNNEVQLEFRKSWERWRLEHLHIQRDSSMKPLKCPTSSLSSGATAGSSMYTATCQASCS
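GLP-1R inverse agonism mode: basal reporter luminescence in engineered HEK293 cells measured after one day of compound exposure at 37 deg C, with a 12 min room-temperature detection step.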
HT1080-NT tox: kills 2HG-producing HT-1080-NT fibrosarcoma cells; HT-1080-NT fibrosarcoma viability, CellTiter-Glo ATP luminescence, 48 h; Potency, µM (highest dose often 46.1 µM), for inactives: at the top dose activity, negative = less viability, usual class: cytotoxic; hit rate 1.6% among 360,000; AID 686970;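 further: NT is the 2HG producing partner of a matched IDH1 knockdown line; 0% = DMSO-treated cells and -100% = media-only wells without cells; nearly all actives have a fitted effect of over 55% in size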
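Compounds were tested in concentration-response format on HT-1080-NT cells for 48 hours at 37 degrees C. Cell viability came from CellTiter-Glo luminescence; curves were classified by r2, response magnitude and activity.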
HEK293 tox: cytotoxicity counter-screen for GLP-1 receptor inverse agonists | Potency, µM (highest dose often 38.3 µM), inactives show at the highest dose activity change, negative = inhibition, most hits filed as inhibitors | HEK293 cAMP-luciferase reporter cells, luminescence, 24 h | AID 624418 | hit rate 0.13% among 410,000;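 further: loss of luciferase light is scored as toxicity; on the % scale 0 is the no-effect control and ±100 the full control effect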
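Quantitative HTS format, 1536 wells, 200 cells/uL seeded. Compounds: 23 nL, 24 h, 37 °C. Detection: luciferase reagent, luminescence at 12 min RT; decreased signal taken as cytotoxic.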
SW480 rereplic: induces DNA re-replication in SW480 colon adenocarcinoma cells | SW480 DNA re-replication, Hoechst DNA content imaging, 48 h | Potency, µM (doses to about 46.1 µM), for inactives: at the highest dose re-replication activation, most hits filed as activators | hit rate 1.8% among 340,000 | AID 624297; further: % of control where 0% means no effect; nearly all actives have a fitted effect of over 55% in size
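Cells (250 per well) received 23 nL compound or DMSO by pin tool and were kept 48 hr at 37 C, 5% CO2. Nuclei were then stained with Hoechst for 40 min and scanned for DNA content.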
GLP1R ag: activates the human GLP-1 receptor. HEK293 GLP-1R CRE-luciferase, luminescence, 4-6 h; cells express a hypersensitive GLP-1R form. Potency, µM (series often up to 45.6 µM), inactives show top-dose activation, usual class: activators. hit rate 0.007% among 380,000; further: % of control where 0% means no effect
TDP43 rescue: TDP-43 toxicity inhibition in yeast; Potency, µM (top dose mostly 46.1 µM), without a hit: at the highest dose growth rescue (activation), most hits filed as activators; hit rate 1.8% among 410,000; TDP-43 expressing yeast growth rescue, BacTiter-Glo, 24 h; further: % of control where 0% means no effect; nearly all actives have a fitted effect of over 50% in size
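Galactose-induced TDP-43 yeast, OD600=0.02, compound pinned; 24 hr, 30 deg C; BacTiter-Glo luminescence for growth. Inhibitors of TDP-43 toxicity read as activators.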
HT1080 IDH1KD tx: toxicity to HT-1080 IDH1 knockdown cells (counter line). AID 686971. hit rate 2% among 360,000. Potency, µM (doses to about 46.1 µM), for the others: at the top dose activity, negative = toxicity, most hits filed as cytotoxic. HT-1080 IDH1 knockdown viability, ATP luminescence, 48 h;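 further: 0% = DMSO wells and -100% = cell-free medium wells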
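% activity derives from luminescence (CellTiter-Glo), normalised to DMSO and no-cell wells. HT-1080-IDH1KD cells, 750/well, had 48 h compound exposure at 37 °C.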
KB-3-1 tox: kills parental KB-3-1 adenocarcinoma cells | KB-3-1 viability, CellTiter-Glo ATP luminescence, 72 h | Potency, µM (titrated, usually from 46.1 µM), inactives show at the top dose activity change, negative = cytotoxic, actives largely listed as cytotoxic | hit rate 1.4% among 400,000 | AID 1347075; further: on the % scale 0 is the no-effect control and ±100 the full control effect; nearly all actives have a fitted effect of over 60% in size
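Here the drug-naive KB-3-1 line serves as comparator for MDR sub-line selectivity; cells received compound titrations, 72 h at 37 °C, then CellTiter-Glo readout.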
KB-V1 MDR tox: kills drug-selected multidrug resistant KB-V1 cells; KB-V1 MDR cells viability, CellTiter-Glo, 72 h; Potency, µM (doses to about 46.1 µM), inactives show at the top dose activity change, negative = cytotoxicity, hits mostly cytotoxic; hit rate 3.4% among 400,000; AID 1347076; further: on the % scale 0 is the no-effect control and ±100 the full control effect; nearly all actives have a fitted effect of over 60% in size
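KB-V1 MDR subline cells in DMEM (phenol-red free, 10% FBS) exposed to compounds in qHTS concentration series for 72 h at 37 degrees C. Viability read by CellTiter-Glo luminescence; concentration-effect curves fitted after normalization and correction.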
The depositor's hits bear a star; ? = inconclusive; . = no result given; & = joins results of further samples; [ ] = remark or other dose. The call rests on the fitted dose curve; in most records, active means well fitted curve in the direction sought with a large enough effect; inconclusive means small, poorly fitted or top-dose-only effect, or another doubt; inactive means no such curve, though single readings can be large; an effect the other way counts as inactive or inconclusive. Potency means the concentration at half of the fitted maximal effect. Not a hit list; 9.4% or so of the library scored in one or more.

SMILES | GLP-1R inv ag | HT1080-NT tox | HEK293 tox | SW480 rereplic | GLP1R ag | TDP43 rescue | HT1080 IDH1KD tx | KB-3-1 tox | KB-V1 MDR tox
CCOc1cc(S(=O)(=O)NCCc2ccc(OC)c(OC)c2)c(OCC)cc1-n1cnnn1 | 7% | 5% | -26% | 0% | -2% | -13% | 12% | -16% | -23%
COc1ccc(C(c2nnnn2C(C)(C)C)N2CCN(c3nc4ccccc4s3)CC2)cc1 (configuration not stated) | -3% | 10% | -6% | -1% | -8% | 18% | 1%[9.24 µM] | 3% | ?
O=C(Cn1c(=O)oc2cc(S(=O)(=O)N3CCCCCC3)ccc21)NC1CCCCC1 | 0% | -17% | 4% | 1% | 2% | -10% | -5% | -3% | -10%
CCCCCCNc1cc2n(c(=O)n1)CCc1cc(OC)c(OC)cc1-2 | 0% | 10% | -7% | -1% | ? | -3% | ? | -3% | -8%
Clc1ccc(-c2cc(CSc3ccccc3)on2)cc1 | -8% | 12% | 19% | 3% | 11% | 18% | 9% | 14% | 6%
N#Cc1ccccc1OCc1nnc(-c2ccccc2Br)o1 | 2% | 16% | -1% | 2% | 31% | -16% | 19% | 8% | ?
Cc1cccc(NC(=O)CNC(=O)[C@H]2O[C@@H](n3ccc(N)nc3=O)[C@H](O)[C@@H]2O)c1C | 14% | 25% | 1% | . | -2% | ? | 21% | 0% | 10%
COc1ccc(NC(=O)CSc2nc3ccccc3c(=O)[nH]2)cc1S(N)(=O)=O | 3% | 3% | 1% | -5% | 6% | -12% | 0% | -18% | 9%
Cc1cccc(N)c1-c1c(C)cccc1N | -17% | 1% | -1% | 9%[1.84 µM] | -2% | . | -9% | 7% | 67%
CCC(C)[C@H](NC(=O)C1(c2ccccc2)CCN(C(=O)OC(C)(C)C)CC1)C(=O)N[C@@H](C(=O)O)c1ccccc1 (some centres not stated) | -1% | 1% | 4% | -32%[inhibitor] | 1% | 10% | 3% | 0% | 15%
COc1ccc(C(=O)Nc2ccc(Cl)cc2C(=O)N2CCCC(C)C2)cc1 (configuration not stated) | ? | -1% | 18% | 13% | 12% | -1% | -2% | 0% | -19%
Cc1ccc2nc(COc3ccc(N(C)S(=O)(=O)c4ccccc4)cc3)cc(=O)n2c1 | 14% | 0% | 1% | 2% | 3% | 7% | 1% | -31% | -1%
O=C(O)c1cccc(Nc2nc(C(F)(F)F)nc3ccccc23)c1 | 73%[activator] | -22% | 8% | -22% | 2% | 5% | -11% | 0% | 12%
O=C(NC1CC1)c1cccc(NC(=O)C2CCN(S(=O)(=O)c3ccccc3C(F)(F)F)CC2)c1 | -18% | -5% | -25% | . | 2% | 18% | 1% | ? | 5%
Cc1nc(-c2ccc(NC(=O)C3CC3)cc2)cs1 | 8% | 13% | -4% | -30% | 10% | 8% | 1% | 6% | 9%

3 compounds out of the list, ordered by count of non-hydrogen atoms, low to high:
SMILES | GLP-1R inv ag | HT1080-NT tox | HEK293 tox | SW480 rereplic | GLP1R ag | TDP43 rescue | HT1080 IDH1KD tx | KB-3-1 tox | KB-V1 MDR tox
N#Cc1ccccc1OCc1nnc(-c2ccccc2Br)o1 | 2% | 16% | -1% | 2% | 31% | -16% | 19% | 8% | ?
O=C(O)c1cccc(Nc2nc(C(F)(F)F)nc3ccccc23)c1 | 73%[activator] | -22% | 8% | -22% | 2% | 5% | -11% | 0% | 12%
O=C(NC1CC1)c1cccc(NC(=O)C2CCN(S(=O)(=O)c3ccccc3C(F)(F)F)CC2)c1 | -18% | -5% | -25% | . | 2% | 18% | 1% | ? | 5%

New compounds follow.
SMILES | GLP-1R inv ag | HT1080-NT tox | HEK293 tox | SW480 rereplic | GLP1R ag | TDP43 rescue | HT1080 IDH1KD tx | KB-3-1 tox | KB-V1 MDR tox
O=C(O)c1ccc(S(=O)(=O)NC2CCCc3ccccc32)cc1 (configuration not stated) | 2% | 10% | -11% | -5% | -8% | -11% | 13% | 2% | 10%
CN(C(=O)CN1C(=O)S/C(=C\c2ccc(Cl)cc2)C1=O)C1CCS(=O)(=O)C1 (configuration not stated) | 12% | 1% | -4% | 8% | -2% | 0% | 17% | 1% | 2%
COC(=O)C(C)n1nnc2sc(-c3ccccc3)cc2c1=O (configuration not stated) | ? | ? | 0%&1% | -11% | 2% | 9%&21% | 12% | 4%&5% | 7%&4%
COc1ccc(CCNc2oc(COc3ccc(Br)cc3)nc2C#N)cc1OC | -19% | -13% | -9% | 3% | -6% | -9% | -19% | ? | ?
O=C(NN=Cc1ccccc1O)c1cccc([N+](=O)[O-])c1 | ? | 0.29µM* | ? | 0.58µM* | 11% | -8% | 1.2µM* | ? | ?
COC(=O)c1ccc2c(=O)n(CCCCCC(=O)N3CCN(c4ccccc4)CC3)c(=O)[nH]c2c1 | -2% | 4% | -13% | -3% | -7% | -5% | -7% | ? | ?
COC(=O)C1=C(C)NC2=C(C(=O)CC(C)(C)C2)C1c1cccc(C)n1 (configuration not stated) | -13% | 8% | 37%[activator] | 0% | -7% | 19% | 1% | 12% | 23%
COc1ccc(CC(=O)n2nc(-c3cccnc3)nc2N)cc1 | 13% | -2% | 15% | -2% | 5% | 21% | 0% | -2% | ?
COC(=O)c1c(NC(=O)COC(=O)c2ccc(C)s2)sc2c1CCCCC2 | 8% | 6% | -8% | -16% | 5% | 17% | 1% | 1% | 10%
O=[N+]([O-])c1cc(C(F)(F)F)ccc1NCCc1c[nH]c2ccccc12 | ? | -3% | 10µM* | 15% | -6% | 22µM* | 7% | -22% | ?
CC1(C)CC(=O)C=C(Nc2ccc(Cl)cc2)C1 | 3% | 6% | 4% | -2% | 10% | -13% | 12% | 4% | 7%
Cc1ccc(N/N=C2/CCCNC2=O)cc1 | ? | -13% | -19% | -6% | -7% | -1% | -23% | 8% | 11%
CC(C)(C)c1ccc(C(=O)NCc2nnc(SCC(=O)NCc3ccco3)o2)cc1 | -20% | 6% | -2% | -7% | 1% | -3% | 12% | 7% | 10%
CN(C)CCCNC(CC(=O)Nc1cccc([N+](=O)[O-])c1)C(=O)O (configuration not stated) | 13% | 2% | -9% | 1% | 6% | -25% | 10% | -6% | 2%
N#CC1=C(N)NC(SCC(=O)Nc2ccccc2)=C(C#N)C12CCCC2 | ? | -5% | -4% | -6% | ? | 2% | -2% | 14% | 0%
COc1ccccc1N(C(=O)c1snc(C(N)=O)c1N)C(C(=O)NCc1ccccc1)c1ccc(C)o1 (configuration not stated) | ? | -9% | ? | 12% | 18% | 9% | -12% | 14% | -11%
COc1ccc(-n2ncc3c(NCCC4=CCCCC4)ncnc32)cc1 | 4% | . | 2% | . | . | 0% | . | -8% | -8%
N#CC1=C2SCN(c3ccccc3)CN2C(=O)CC1c1cccs1 (configuration not stated) | -4% | 6% | 0% | 5% | -1% | -7% | 3% | -5% | 4%
CN(C(=O)c1cccc(NC(=O)Cc2cccc(NC(=O)C3CCN(C(=O)CCc4ccccc4)CC3)c2)c1)C1CC1 | -7% | 1% | -1% | 1% | 14% | 13% | -6% | 4% | 7%
COc1cc2c(cc1OC)CN(C(=O)c1ccc(S(=O)(=O)N3CCCCC3)cc1)CC2 | 12% | 8% | -11% | 1% | 3% | 10% | 13% | 10% | -13%
N#Cc1cc(S(=O)(=O)c2ccc(F)cc2)c(N)[nH]c1=O | 21% | 1% | 1% | -7% | -6% | 19% | 1% | -2% | 10%
COc1ccc(C(CC(=O)N2CCCCC2)c2c(OC)cc(OC)c3ccc(=O)oc23)cc1 (configuration not stated) | 42%[activator] | -1% | -70% | 0% | 2% | 3% | 7% | 0% | 2%
CNC(=S)N(CCc1c(C)[nH]c2ccc(C)cc12)Cc1cc(OC)c(OC)c(OC)c1 | ? | -1% | -27% | ? | 8% | 23% | 0% | ? | -24%
COc1ccc(-n2c(=O)c3c4c(sc3n(CC(=O)Nc3cc(C)[nH]n3)c2=O)CCC4)c(OC)c1 | ? | -2% | -21% | ? | -6% | -7% | 1% | -6% | 7%
CN(c1cc(Cl)c2c(c1)OCO2)c1cc2c(c3c1ccn3C)C1CCC2C1 (configuration not stated) | -25% | 5% | 1% | . | 18% | 23% | 10% | 0% | 3%
O=C(O)c1ccc(COc2ccc(/C=N/NC(=O)c3cccs3)cc2)cc1 | 1% | 8% | 12% | 8% | 9% | -3% | -18% | 15% | -10%
O=C1Nc2ccccc2C(=O)N(C2CCCC2)C1C(=O)NC1CC1 (configuration not stated) | 17% | 17% | -2% | . | . | 9% | 16% | 19% | 9%
Cc1cc(C)c2c(N)c(-c3nc4ccccc4[nH]3)sc2n1 | 88%[activator] | -21% | 242%[activator] | 27%[9.22 µM] | 16% | 0% | -6% | -5% | 2%
Cc1ccc(NC(=O)COC(=O)c2ccc3c(=O)n4c(nc3c2)CCC4)c(Br)c1 | 0% | 9% | -2% | -2% | -5% | ? | 9% | 6% | 5%
O=C(NC(=S)NCc1ccc2c(c1)OCO2)c1ccccc1 | ? | 2% | 10% | -5% | 9% | 16µM* | 2% | 28% | 10%
Cc1ccc(NC(=O)CN(C)C(=O)COC(=O)c2oc3ccccc3c2C)cc1 | ? | 0% | 4% | -28% | 0% | ? | 0% | -1% | -30%
CC(C)N(Cc1ccccc1)C(=O)COC(=O)C1CCN(S(=O)(=O)c2ccc3c(c2)OCCO3)CC1 | -38% | -10% | -1% | -223%[inhibitor] | 8% | -23% | 1% | -5% | -16%
CCOC(=O)c1cc(-c2nnc(-c3cc(OC)c(OC)c(OC)c3)o2)c(C)nc1C | 16% | -2% | -2% | -2% | 2% | 0% | -1% | -17% | ?
C/C(=N\NC(=O)Cn1nc(C)c(Br)c1C)c1cccs1 | 31%[activator] | 4% | -5% | 2% | -3% | -4% | -2% | 20% | 15µM*
Cc1ccc(N2C(=O)CC(Sc3ncn[nH]3)C2=O)cc1 (configuration not stated) | 1% | -2% | 0% | -1% | -9% | -4% | -11% | 8% | 23%
Cn1ccsc1=NC(=O)c1ccccc1OC(F)F | 4% | 11% | 3% | -2% | -2% | 5% | 10% | -4% | 10%
C=CCn1cnc2scc(-c3ccc(C)c(C)c3)c2c1=O | ? | -6% | 3% | -84%[inhibitor] | 5% | 29% | -3% | -1% | 5%

Bioassay records from PubChem BioAssay.
